# Bioassay records: PubChem BioAssay, several laboratories
# OX1R antag-1: blocks the human orexin 1 receptor; O43613; OX1R-expressing cells, FRET antagonist read-out; inhibition, % at 6.6 µM; hit rate 1.8% among 330,000; AID 485270; in the data active = inhibition mostly above about 38%, no sharp cut-off; inactive = mostly below about 40%;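 also: 0% = agonist challenge alone and 100% = reference antagonist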
# Target sequence (O43613 whole entry, looked up): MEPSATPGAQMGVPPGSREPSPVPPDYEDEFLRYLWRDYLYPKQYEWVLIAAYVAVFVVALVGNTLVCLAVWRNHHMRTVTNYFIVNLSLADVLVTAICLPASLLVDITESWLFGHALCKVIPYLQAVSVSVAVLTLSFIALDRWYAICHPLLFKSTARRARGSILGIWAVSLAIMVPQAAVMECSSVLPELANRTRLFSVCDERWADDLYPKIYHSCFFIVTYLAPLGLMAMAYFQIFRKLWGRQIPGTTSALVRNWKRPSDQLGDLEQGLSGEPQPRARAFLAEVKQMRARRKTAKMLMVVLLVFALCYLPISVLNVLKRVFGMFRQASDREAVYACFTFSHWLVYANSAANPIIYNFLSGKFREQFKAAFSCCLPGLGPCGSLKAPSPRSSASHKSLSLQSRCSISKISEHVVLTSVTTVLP
# OX1R antag-2: antagonists of human orexin 1 receptor; O43613; CHO/OX1R cells, Fluo-8 calcium fluorescence, orexin A; inhibition, % at 5 µM; hit rate 0.43% among 330,000; AID 434989;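 active = inhibition above its plate's threshold, mean inhibition of all tested compounds on the plate plus 3 SD, cut at about 37% in these data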;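 also: 0% = orexin A challenge wells and 100% = SB-334867-A antagonist wells; not every result past the cut was called active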
# STK33 kinase inh: human STK33 kinase inhibition. hit rate 0.073% among 320,000. purified STK33, MBP phosphorylation, ADP-Glo luminescence. Q9BYT3. inhibition, % at 10 µM;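 active = inhibition at or above 25%, using the most active replicate where run in duplicate; inactive = inhibition below 25%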
# The depositor's hits bear a star; . = no result given.
SMILES,OX1R antag-1,OX1R antag-2,STK33 kinase inh
CCOC(=O)N1CCC(Nc2c(NCCCN(C)Cc3ccccc3)c(=O)c2=O)CC1,12,-17,-0.5
CCCn1nnc(NC(=O)c2ccc3c(c2)OCO3)n1,13,0,1.1
O=C(CCc1nnc(-c2ccsc2)o1)N1CCCCC1CCn1ccnc1 (configuration not stated),12,-22,-0.4
Cc1noc(C)c1CSCC(=O)N(CC(C)C)c1c(N)n(Cc2ccccc2)c(=O)[nH]c1=O,7,-19,1.6
O=C(Nc1ccncc1)C1CCN(S(=O)(=O)c2cccs2)CC1,4,-4,-0.2
O=C(O)CC1Sc2nc3ccccc3n2C1=O (configuration not stated),7,-19,-0.9
Cc1cccc(C)c1N1C(=O)C(Cl)=C(N2CCCC2)C1=O,17,-24,-0.1
CSc1nccc(Oc2cccc(C#N)c2)n1,21,-12,0.3
Cc1ccc2nc(SCC(=O)c3ccc4c(c3)OCO4)[nH]c2c1,32,-9,0.6
COc1ccc(CCCC(=O)N/N=C/c2ccc(C)cc2)cc1,9,-7,0.1
CCCCCc1c(C)nc(Nc2ccccc2)[nH]c1=O,34,28,3.0
O=C1C2C3C=CC(C3)C2C(=O)N1CCN1CCN(S(=O)(=O)/C=C/c2ccccc2)CC1 (configuration not stated),3,-30,-1.4
COc1ccc(C)cc1S(=O)(=O)N1CCN(C(=O)c2ncoc2-c2ccc(C)cc2)CC1,12,-42,-0.2
O=C(CN1CCOc2ccccc21)N1CCC(Cc2ccccc2)CC1,19,17,1.4
Cn1c(SCC(=O)NCC2CCCO2)nnc1-c1ccc(Cl)cc1 (configuration not stated),8,-18,0.8
COC(=O)c1sccc1-n1cccc1C(=O)C(=O)N1CCOCC1,11,-13,.
CSc1cccc(N2CC(C(=O)N3CCN(S(=O)(=O)c4ccccc4Cl)CC3)CC2=O)c1 (configuration not stated),2,-20,-1.5
CCC(=O)Nc1nc2ccccc2n1Cc1ccc(Cl)cc1,33,-5,0.0
CCOC(=O)c1cc(-c2ccc(Cl)cc2)nc2onc(C)c12,21,-30,-4.1
CNS(=O)(=O)c1ccc2ccccc2c1,6,-9,-1.7
CCOc1ccccc1N1CCN(C(=S)NCc2ccccc2)CC1,19,-16,0.1
Cc1cc(C)n(-c2ccc(C(=O)OC(C)C)cc2)n1,13,-13,-1.2
O=C/C(=C\Nc1ccccn1)c1nc2cc(Cl)ccc2o1,18,-5,-1.6
Cc1ccc(-c2nc3c(cnn3-c3ccccc3)c(=O)o2)cc1,2,-4,0.4
Cc1ccc(N(C(=O)c2ccncc2)C2C=CS(=O)(=O)C2)cc1 (configuration not stated),4,-7,0.1

# The last two compounds of the part before come first, to join the parts.
SMILES,OX1R antag-1,OX1R antag-2,STK33 kinase inh
Cc1ccc(-c2nc3c(cnn3-c3ccccc3)c(=O)o2)cc1,2,-4,0.4
Cc1ccc(N(C(=O)c2ccncc2)C2C=CS(=O)(=O)C2)cc1 (configuration not stated),4,-7,0.1
CCOc1ccc(S(=O)(=O)Nc2ccc(C(=O)N/N=C(\C)c3ccc(-n4ccnc4)cc3)cc2)cc1,8,-7,-0.4
CN(Cc1ccccc1)C(=O)COC(=O)/C=C/c1ccc2c(c1)OCO2,5,-12,-1.1
Cc1ccccc1OCC(=O)NNC(=O)Cn1[nH]c(=O)c2ccccc2c1=O,8,-5,-1.4
COc1ccc(CCNC(=O)C2CCC(CNS(=O)(=O)c3ccc(F)cc3)CC2)cc1OC (configuration not stated),7,-10,-1.9
CCO[C@@H]1OC(C(=O)NC2CC2)=C[C@H](C(C)(C)C)[C@H]1CCCO,34,-27,-0.4
CCOC(=O)c1cnc2c(cnn2C)c1NCc1ccc(OC)cc1,22,-17,-0.3
Cc1cccc2sc(NC(=O)CN3C(=O)c4ccccc4C3=O)nc12,16,-1,0.0
Cc1cc(C(F)(F)F)n(-c2nc(C(=O)O)cs2)n1,21,-12,0.5
Cc1c(NC(=O)CSc2ccccn2)c(=O)n(-c2ccccc2)n1C,15,-1,0.1
Cc1nnc(NC(=O)CSc2nccn2-c2cccc(C)c2C)s1,-1,-11,-1.8
Nc1nc2n(n1)C(=O)CC(c1ccc(Cl)cc1)N2 (configuration not stated),4,8,-0.2
CCOc1ccc(NC(=O)[C@@H](NC(=O)c2ccccc2)[C@@H](C)CC)cc1,6,-4,-0.2
CCCCOc1ccccc1NC(=O)Cn1c(-c2nonc2N)nc2ccccc21,10,-9,-0.9
CC(C)(C)c1cc(NCCCn2ccnc2)n2ncc(-c3ccccc3)c2n1,1,-36,1.5
CCn1nccc1C(=O)Nc1ccc(C(=O)OC(C)C)cc1,15,-21,-3.1
COCCNC(=O)[C@H](C)[C@H]1C[C@]1(C)[C@H](NC(=O)OCc1ccccc1)c1ccccc1,15,-22,-1.0
Cc1ccccc1NC(=O)c1ccc(Cn2cc([N+](=O)[O-])cn2)o1,13,-35,-0.8
O=C1N/C(=C/c2cccs2)C(=O)N1Cc1ccc(F)cc1,15,-13,-0.7
CC(c1nccs1)N(C)C(=O)c1ccc(OC2CCN(CCc3ccccc3)CC2)cc1 (configuration not stated),8,-7,-0.2
O=C(c1ccc(S(=O)(=O)Nc2cccc(C(F)(F)F)c2)cc1)N1CCC1,16,-5,-0.8
Cc1ccsc1C(=O)OCC(=O)N(C)C1CCCCC1,10,-3,-0.6
CCN1C(=O)[C@H]2[C@@H](c3ccc(C)cc3)N3C(=O)N(c4cccc(Cl)c4)C(=O)[C@@]3(Cc3ccccc3)[C@H]2C1=O,7,-29,0.8
COc1cccc(Cn2c(=O)c3ccccc3n3nc(C)cc23)c1,24,-40,.
O=C(COc1ccc(CO)cc1)Nc1ccc(F)cc1,19,-14,0.4
CC1CC(C)CN(c2ccc(C(=O)OCC(=O)NC3CCCc4ccccc43)cc2[N+](=O)[O-])C1 (configuration not stated),26,-25,-0.8

# Reprinted from the part before: 2 compounds; new compounds follow.
SMILES,OX1R antag-1,OX1R antag-2,STK33 kinase inh
O=C(COc1ccc(CO)cc1)Nc1ccc(F)cc1,19,-14,0.4
CC1CC(C)CN(c2ccc(C(=O)OCC(=O)NC3CCCc4ccccc43)cc2[N+](=O)[O-])C1 (configuration not stated),26,-25,-0.8
O=c1cc(-c2ccccc2)nc2cc(-c3ccc(Br)cc3)[nH]n12,19,-9,0.0
COc1ccc(CNC(=O)c2sccc2-c2ccccc2)cc1OC,56,-16,0.1
COc1ccc(C2C(=O)N(CCc3ccccc3)CC(=O)N2C2CCCCC2)cc1 (configuration not stated),16,-26,0.2
Cc1cc(C(=O)CSc2nnnn2C)c(C)n1-c1cccc(F)c1,10,-4,-3.4
CCc1cccc(NC(=O)C2CCN(S(=O)(=O)c3ccc4c(c3)NC(=O)CO4)CC2)c1,28,-12,-0.1
CN(C)S(=O)(=O)c1cccc(NC(=O)COC(=O)CCc2nc3ccccc3s2)c1,37,3,-1.2
CC1=CC(C)(C)n2c(O)c(N=N)c3cc(C)cc1c32,16,-40,0.5
Cc1occc1C(=O)Nc1nnc(C2CCCCC2)s1,6,-31,-0.8
O=C(CNC(=O)c1cccs1)NCC(=O)OCc1cccc(Cl)c1,6,5,-1.4
CC(=O)N1CCC(C(=O)N2CCN(S(=O)(=O)c3ccc(Cl)s3)CC2)CC1,3,-13,-2.7
CC(=O)NS(=O)(=O)c1ccc(NC(=O)/C=C/c2ccc(C)o2)cc1,4,-2,-1.9
Cc1c(C(=O)N(C)C)sc2nc(-c3ccccn3)[nH]c(=O)c12,53,-32,6.9
O=C(CN1C(=O)NC2(CCCCC2)C1=O)Nc1cccc(S(=O)(=O)N2CCCC2)c1,2,-25,-1.9
CC(C)CNS(=O)(=O)c1ccc(OCC(=O)Nc2ccc3c(c2)OCCO3)cc1,-1,-1,-0.4
O=C(CSc1ncn[nH]1)NC12CC3CC(CC(C3)C1)C2,22,-9,-1.4
C=CCn1c(SCc2cccc(C#N)c2)nnc1-c1ccccc1O,15,-12,1.7
O=C(CNC(=O)c1ccccc1F)N/N=C\C=C\c1ccccc1,-3,-9,-0.9
CCC(=O)Nc1cccc(C(=O)/C=C/c2cc(Br)ccc2OC)c1,17,-16,-0.9
COc1cc(/C=N/n2c(C3CCCCC3)n[nH]c2=S)cc(OC)c1O,3,-12,2.4
O=C(NCc1cccc(Cl)c1)c1cccc(C(F)(F)F)c1,19,-6,-0.5
O=C(CNC(=O)c1ccccc1F)c1ccccc1,15,-15,1.1
CN1C2CCC1CC(NS(=O)(=O)c1cc(Cl)c(Cl)cc1Cl)C2 (configuration not stated),14,-14,1.3
O=[N+]([O-])c1ncccc1OCc1ccc(Br)cc1F,2,-17,-0.3
CCn1c(N2CCN(C(=O)Nc3ccc(F)cc3)CC2)nc2ccccc21,27,-15,1.2
O=C1c2ccc(Br)cc2C(=O)N1c1ccc(Cl)cn1,21,-3,1.1

# Random excerpt: 5 entries already listed
SMILES,OX1R antag-1,OX1R antag-2,STK33 kinase inh
O=C1N/C(=C/c2cccs2)C(=O)N1Cc1ccc(F)cc1,15,-13,-0.7
Cc1nnc(NC(=O)CSc2nccn2-c2cccc(C)c2C)s1,-1,-11,-1.8
O=C(CCc1nnc(-c2ccsc2)o1)N1CCCCC1CCn1ccnc1 (configuration not stated),12,-22,-0.4
CCOC(=O)N1CCC(Nc2c(NCCCN(C)Cc3ccccc3)c(=O)c2=O)CC1,12,-17,-0.5
CC(=O)N1CCC(C(=O)N2CCN(S(=O)(=O)c3ccc(Cl)s3)CC2)CC1,3,-13,-2.7

# Continuation:
SMILES,OX1R antag-1,OX1R antag-2,STK33 kinase inh
Cc1ccccc1C(=O)NNc1ccc(-c2csnn2)cc1,8,-31,-0.7
O=C(O)CCCCCN1C(=O)c2ccc(C(=O)O)cc2C1=O,23,5,-2.7
O=C(O)CC(NC(=O)CCC1CCCCC1)c1cc([N+](=O)[O-])ccc1Cl (configuration not stated),20,-33,1.8
CC1(c2ccc(Cl)cc2)NC(=O)N(CN2CCOCC2)C1=O (configuration not stated),31,-5,-0.5
Cc1ccc(-c2cc(C(=O)NCCCN3CCOCC3)no2)cc1,14,-38,-0.3
O=C(c1cn(-c2ccccc2)nc1-c1cccs1)N1CCOCC1,7,-10,-0.9
Cc1ccccc1NC(=O)NCC1CCN(C(=O)OC(C)(C)C)CC1,2,-28,-1.0
Cc1ccc(-n2nnc3c(=O)n(Cc4cc(C)ccc4C)cnc32)cc1,5,-8,-3.1
CCCCC(=O)N1C/C=C\[C@H](c2ccc(OC)cc2)N(Cc2ccc(F)cc2)C(=O)[C@@H]1C,26,-12,-2.3

# Whole records, looked up by structure. Order of values: OX1R antag-1, OX1R antag-2, STK33 kinase inh
# Results for Cc1cc(C(=O)CSc2nnnn2C)c(C)n1-c1cccc(F)c1 : 10, -4, -3.4
# Results for O=C(CNC(=O)c1ccccc1F)N/N=C\C=C\c1ccccc1 : -3, -9, -0.9
# Results for COc1ccc(CCNC(=O)C2CCC(CNS(=O)(=O)c3ccc(F)cc3)CC2)cc1OC (configuration not stated) : 7, -10, -1.9
# Results for COc1ccc(C)cc1S(=O)(=O)N1CCN(C(=O)c2ncoc2-c2ccc(C)cc2)CC1 : 12, -42, -0.2
# Results for CCCCC(=O)N1C/C=C\[C@H](c2ccc(OC)cc2)N(Cc2ccc(F)cc2)C(=O)[C@@H]1C : 26, -12, -2.3
